Screens: PubChem, several laboratories
ANO1 block: blocks the mouse calcium-activated chloride channel TMEM16A; Q8BHY3; HEK293 TMEM16A/YFP iodide influx fluorescence, ionomycin; normalized B-score (activity score, 25-100; higher = stronger inhibition) at 10 µM; actives 1.2% (n = 310,000); AID 588511;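 active = ratio plate-corrected score three or more library SD toward inhibition, starting fluorescence score within five deviations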;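 also: score derived from kinetic fluorescence span divided by baseline fluorescence per well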
TRPC6 activator: activators of mouse TRPC6 channel | Q61143 | actives 0.13% (n = 310,000) | HEK293-TRPC6 membrane potential dye fluorescence; active compounds read high | B-score at 10 µM;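 active = B-score of the integrated fluorescence ratio above library mean plus 3 SD, and starting fluorescence ratio within library mean plus 5 SD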;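 also: higher score means more depolarization so channel activation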
Target sequence (Q61143 whole entry, looked up): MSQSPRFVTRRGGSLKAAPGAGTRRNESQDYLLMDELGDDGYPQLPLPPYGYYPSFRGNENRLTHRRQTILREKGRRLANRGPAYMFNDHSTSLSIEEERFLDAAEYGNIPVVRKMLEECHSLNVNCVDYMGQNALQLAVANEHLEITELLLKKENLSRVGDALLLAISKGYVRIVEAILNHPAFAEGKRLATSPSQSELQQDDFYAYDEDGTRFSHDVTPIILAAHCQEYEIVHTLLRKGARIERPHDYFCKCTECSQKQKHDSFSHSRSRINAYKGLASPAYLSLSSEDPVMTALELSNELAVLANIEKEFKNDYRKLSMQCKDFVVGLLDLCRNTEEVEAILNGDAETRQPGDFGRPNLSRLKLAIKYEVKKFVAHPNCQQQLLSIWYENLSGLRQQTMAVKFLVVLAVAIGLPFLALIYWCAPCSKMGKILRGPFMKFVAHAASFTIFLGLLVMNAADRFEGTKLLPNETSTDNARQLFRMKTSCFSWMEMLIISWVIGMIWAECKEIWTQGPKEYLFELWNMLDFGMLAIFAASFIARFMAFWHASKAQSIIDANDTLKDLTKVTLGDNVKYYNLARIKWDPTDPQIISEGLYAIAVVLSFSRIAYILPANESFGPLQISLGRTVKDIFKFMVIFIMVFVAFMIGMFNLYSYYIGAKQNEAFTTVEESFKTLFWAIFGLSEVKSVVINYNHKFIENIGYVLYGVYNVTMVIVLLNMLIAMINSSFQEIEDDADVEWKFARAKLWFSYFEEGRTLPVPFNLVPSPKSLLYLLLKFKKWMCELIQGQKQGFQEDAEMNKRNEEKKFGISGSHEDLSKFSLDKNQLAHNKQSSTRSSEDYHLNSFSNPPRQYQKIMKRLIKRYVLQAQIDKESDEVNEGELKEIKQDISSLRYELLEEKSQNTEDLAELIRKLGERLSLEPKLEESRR
ANO1 activ: activates or potentiates the mouse TMEM16A chloride channel | Q8BHY3 | HEK293 TMEM16A/YFP-H148Q/I152L, iodide quench fluorescence; active compounds read low | B-score at 10 µM | actives 0.3% (n = 340,000) | AID 623877;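 active = fluorescence-ratio B-score plate-corrected deviation score at least 3 library SD below zero, with starting fluorescence score within 5 deviations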;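 also: channel opened by trigger with iodide after compound preincubation; score built on the fluorescence ratio of max minus min over baseline; more negative score means more quench and so TMEM16A activation or potentiation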
TRPC6 inhibitor: mouse TRPC6 channel inhibition; HEK293-TRPC6, membrane potential dye, ACh-evoked depolarization; active compounds read low; Q61143; actives 1.1% (n = 310,000); B-score at 10 µM;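 active = B-score under library mean minus 3 SD, initial fluorescence not abnormally high, positive integrated signal ratio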;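 also: B-score derived from integrated fluorescence ratio over the kinetic read; more negative B-score means stronger inhibition of depolarization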
MrgX1 allo act: human MrgX1 positive allosteric modulation, primary screen; Q96LB2; MrgX1-HEK293, Fluo-4 calcium flux, FDSS; active compounds read high; B-score at 10 µM; actives 0.63% (n = 310,000); AID 588675;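 active = plate-corrected calcium response at least 3 library SD above typical, normal starting fluorescence, not activating the receptor alone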;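 also: compound read alongside a low EC10 to EC30 dose of BAM8-22 agonist; peak minus trough fluorescence over baseline measured at the second addition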
RGS4 inh: inhibitors of human RGS4. HEK293 M3R/RGS4 inducible, Fluo-4 calcium flux; active compounds read high; triggered by carbachol at its EC20. B-score at 10 µM. actives 0.45% (n = 310,000);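 active = B-score, a plate-corrected calcium signal, over three deviations above library mean, with baseline fluorescence within five deviations of library mean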;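 also: RGS4 expression induced by doxycycline in cells with stable M3 receptor; B-score is computed from the integrated fluorescence ratio over baseline after carbachol; higher B-score means a larger calcium signal and so more RGS4 inhibition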
MrgX1 antag: blocks BAM8-22 activation of human MrgX1 receptor. MRGX1-HEK293 calcium flux, Fluo-4, BAM8-22 antagonism; active compounds read low. AID 588676. actives 1.3% (n = 310,000). B-score at 10 µM;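 active = calcium-response B-score plate-corrected more than 3 library SD below zero, starting fluorescence within 5 deviations, no agonist response on first addition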;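 also: peak minus trough fluorescence over baseline after final BAM8-22 challenge near maximal dose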
HDAC3 inh: inhibitors of human histone deacetylase 3; actives 0.15% (n = 320,000); AID 2718; recombinant HDAC3, fluorogenic peptide/trypsin coupled, fluorescence; O15379; inhibition, % at 8.3 µM; in the data active = inhibition above about 26%, passing the limit was not always enough
SKKanGAS inh: inhibitors of SKKanGAS S. pyogenes growth in kanamycin (SK-promoter or general growth effect) | BacTiter-Glo, 6 h | inhibition, % at 7.5 µM | actives 1.3% (n = 300,000) | AID 1662;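 active = mean replicate score, as percent of positive control median, at least 50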;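 also: strain carries kanamycin resistance gene driven by streptokinase promoter and grows in 40 µg/ml kanamycin; loss of luminescence reflects streptokinase promoter inhibition or plain growth inhibition; 0% = median of DMSO wells and 100% = positive control at its reference dose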
RGS4 act: potentiators or activators of RGS4 | HEK293 M3R/inducible RGS4, carbachol calcium flux Fluo4; active compounds read low | B-score at 10 µM | actives 0.92% (n = 310,000);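 active = B-score of the integrated calcium signal more than 4 SD below the library mean, with starting fluorescence not abnormally high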;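 also: negative B-score means reduced calcium response which marks RGS4 activation or potentiation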
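Test system: HEK293 cells with stable M3R and inducible RGS4; also added: carbachol at ECmax as muscarinic agonist stimulus; schedule: dye loading 30 min 37 °C, buffer rest 30 min RT; technique: kinetic calcium fluorescence imaging with Fluo4-AM dye, 2 µM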
MrgX1 agonist: human MrgX1 receptor agonism, primary screen; Q96LB2; B-score at 10 µM; actives 0.44% (n = 310,000); MrgX1-HEK293 cells, Fluo-4 calcium fluorescence, agonist mode; active compounds read high;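 active = calcium response B-score plate-corrected fluorescence ratio at least 3 library SD, with starting fluorescence B-score inside 5 SD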
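Material – MrgX1-expressing HEK293 cells · Input – 15,000 cells seeded per well · Dosing – compound as first of three additions · Times – overnight seeding, then 1 h dark dye loading · Measured by – kinetic Fluo-4 NW fluorescence of intracellular calcium · Read-out – B-scored fluorescence response ratio · Benchmarks – positive and negative control wells on each plate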
Numbers without * were called inactive; i = inactive; . = no result given.

SMILES | ANO1 block | TRPC6 activator | ANO1 activ | TRPC6 inhibitor | MrgX1 allo act | RGS4 inh | MrgX1 antag | HDAC3 inh | SKKanGAS inh | RGS4 act | MrgX1 agonist
C=CCNC(=O)c1ccc(N(Cc2ccc(Cl)cc2)S(C)(=O)=O)cc1 | i | i | i | i | i | i | i | -1.3 | -3.9 | i | i
Cc1cc(C)nc(SCc2ccc(Cl)cc2)n1 | i | i | i | i | i | i | i | 0.6 | 2.7 | i | i
Cc1ccnc(NC(=O)CSc2ccccn2)c1 | i | i | i | i | i | i | i | 1.3 | -6.3 | i | i
CCOC(=O)c1c(NC(=O)c2nc3n(n2)C(C(F)F)CC(C)N3)sc2c1CCCC2 (stereo not drawn) | i | i | i | i | i | i | i | -11.7 | 3.7 | i | i
COc1ccc(CCNC(=O)C(=O)NCC2CCCN2S(=O)(=O)c2cc(C)ccc2C)cc1 (stereo not drawn) | i | i | i | i | i | i | i | 1.4 | 1.3 | -9.52* | i
CN1CCc2nc(SCCOc3ccccc3)c(C#N)cc2C1 | i | i | i | i | i | i | i | 2.7 | -7.2 | i | i
CCOc1ccc(N/C(SCc2cccc([N+](=O)[O-])c2)=C(/C#N)C(N)=O)cc1 | i | i | i | i | i | i | i | 6.9 | 9.4 | i | i
COc1cc(OC)c(NC(=O)c2cccc(F)c2)cc1Cl | i | i | i | i | i | i | i | 1.3 | -5.1 | i | i
COc1ccc(OCCSc2nnc3c(Cl)cc(Cl)cn23)cc1 | i | i | i | i | i | i | i | -3.2 | 4.7 | i | i
COc1ccc(OC)c(Nc2nc(N)c([N+](=O)[O-])c(NC3CCCCC3)n2)c1 | i | i | i | i | i | i | i | -2.0 | -4.7 | i | i
Cc1ccc2nc(/C(C#N)=C\c3ccc(N4CCCCC4)c([N+](=O)[O-])c3)[nH]c2c1 | i | i | i | i | i | i | i | 5.3 | 16.1 | i | i
O=[N+]([O-])c1ccc(N=Nc2c(O)[nH]c3ccc(F)cc23)cc1 | i | i | i | i | i | i | i | 1.0 | 14.1 | i | i
N#Cc1c(-c2ccccc2)cc(-c2ccc(O)cc2)nc1N | i | i | i | i | i | i | i | -3.8 | 3.1 | i | i
CS(=O)(=O)Nc1cccc(C2=NN(C(=O)c3ccco3)C(c3cccs3)C2)c1 (stereo not drawn) | i | i | i | i | i | i | i | 2.7 | -0.7 | i | i
CCOC(=O)CC1COCCN1C(=O)c1cc(COc2ccc(F)c(F)c2)on1 (stereo not drawn) | i | i | i | i | i | i | i | 4.0 | -2.5 | i | i
Cc1ccc(C(=O)/C=C/Nc2ccc3c(c2)OCO3)cc1 | i | i | i | i | i | i | i | 6.2 | -15.2 | i | i
O=C(NC1CCCC1)c1ccc(CS(=O)(=O)c2ccc(Br)cc2)o1 | i | i | i | i | i | i | i | -11.6 | -5.1 | i | i
C/C(=N\N1CCN(Cc2ccc(Cl)cc2)CC1)c1ccc(F)cc1 | i | i | i | i | i | i | i | 3.3 | -5.8 | i | i
Cc1ccc(NC(=O)C2C3C=CC4(O3)C2C(=O)N(CCCN2CCCC(C)C2)C4C(=O)NC2CCCCC2)cc1 (stereo not drawn) | i | i | i | i | i | i | i | -1.2 | 9.0 | i | i
Cn1c(=O)c2cn(-c3cccc4ccccc34)cc2n(C)c1=O | i | i | i | i | i | i | i | 0.9 | 8.8 | i | i
COc1cccc(NC(=O)c2cccc(C(=O)Nc3cccc(OC)c3)n2)c1 | i | i | i | i | i | i | i | . | -0.7 | i | i
CC(C(=O)Nc1ccccc1-c1ccccc1)N1CCN(Cc2ccccc2)CC1 (stereo not drawn) | i | i | i | i | i | i | i | 6.2 | -3.5 | i | i
Oc1ccccc1-c1nc(NCCN2CCOCC2)c2ccccc2n1 | i | i | i | -8.34* | i | i | i | 4.1 | -8.4 | i | i
CN(C)CCc1c[nH]c2ccc(Cn3cncn3)cc12 | i | i | . | i | i | i | i | -5.9 | 1.2 | i | i
Cc1cccc(CCNS(=O)(=O)c2ccc3c(c2)NC(=O)C(C)S3)c1 (stereo not drawn) | i | i | i | i | i | i | i | 2.0 | -22.5 | i | i
CC(C)c1nc2cc(C(=O)N3CCN(c4cnccn4)CC3)ccc2o1 | i | i | i | i | i | i | i | 1.1 | 4.7 | i | i
O=C(CSC(=S)N1CCCC1)c1ccccc1 | i | i | i | i | i | i | i | 4.3 | -1.9 | i | i
CCC(C)NC(=O)c1cc(C)no1 (stereo not drawn) | i | i | i | i | i | i | i | -0.8 | -1.4 | i | i
CCOC(=O)C1(Cc2ccccc2C)CCCN(Cc2ccc(NC(C)=O)cc2)C1 (stereo not drawn) | i | i | i | i | i | i | i | 1.5 | 4.5 | i | i
O=C(N/N=C/c1cccn1-c1ccccc1)c1ccncc1 | i | i | i | i | i | i | i | -1.2 | 2.3 | i | i
O=C(NCC1CCCO1)c1cc(S(=O)(=O)N2CCCC2)c(Cl)cc1Cl (stereo not drawn) | i | i | i | i | i | i | i | -3.4 | -1.3 | i | i
CCC(c1nnnn1Cc1ccc2c(c1)OCO2)N1CCN(c2ccc(OC)cc2)CC1 (stereo not drawn) | i | i | i | i | i | i | i | 0.4 | -1.0 | i | i
Cc1ccc2c(c1)sc(=NC(=O)C1CC1)n2C | i | i | i | i | i | i | i | 2.2 | -8.9 | i | i
O=C(CC1S/C(=N/N=C2CCCCCC2)NC1=O)Nc1ccccc1C(F)(F)F (stereo not drawn) | i | i | i | i | i | i | i | -4.2 | 0.6 | i | i
Cc1ccc(-n2c(C)nnc2SCC(=O)NC2CCCC2)cc1 | i | i | i | i | i | i | i | -5.3 | -16.2 | i | i
N=C1C(c2nc(-c3ccc(Br)cc3)cs2)=C(O)CN1NC(=O)c1ccc([N+](=O)[O-])cc1 | i | i | i | i | i | i | i | 0.9 | -28.4 | i | i
O=C1/C(=C/c2ccc(O)cc2)CCc2ccc([N+](=O)[O-])cc21 | i | i | i | i | i | i | i | 8.0 | 8.6 | i | i
CCOC(=O)Cc1csc(NC(=O)C(C)(C)C)n1 | i | i | i | i | i | i | i | -2.1 | -4.5 | i | i
CCOc1ccccc1NC(=O)NC1Cc2ccccc2C1 | i | i | i | i | i | i | i | 1.9 | -5.3 | i | i
CC(C)(C)C(=O)CN1C2=NCCCN2c2ccccc21 | i | i | i | i | i | i | i | -3.0 | -5.7 | i | i
O=C(NNC(=O)C1CC1)c1cccc([N+](=O)[O-])c1 | i | i | i | i | i | i | i | 1.9 | . | i | i
CCC(=O)N(Cc1ccc(C)cc1)Cc1cc2cc3c(cc2[nH]c1=O)OCO3 | i | i | i | i | i | i | i | -7.5 | 3.6 | i | i
CC1Cc2cccc3c(O)c(C(=O)c4nn[nH]n4)c(=O)n1c23 (stereo not drawn) | i | i | i | i | i | i | i | 0.5 | 9.8 | i | i
Cn1nc(-c2ccccc2)cc1NC(=O)Nc1ccc(F)cc1 | i | i | i | i | i | i | i | 12.8 | 8.1 | i | i
COc1ccc2c(c1)-c1c(sn(-c3ccccc3)c1=S)C(C)(C)N2 | i | i | i | i | i | i | i | -7.5 | 29.4 | i | i
COc1ccc(NC(=O)C(c2ccccn2)N(C(C)=O)c2ccc(C)cc2)cc1 (stereo not drawn) | i | i | i | i | i | i | i | 1.0 | 0.6 | i | i
CC(OC(=O)c1ccccc1O)C(=O)Nc1ccc(Cl)cn1 (stereo not drawn) | i | i | i | i | i | i | i | 0.3 | -2.3 | i | i
COc1ccc(OCc2nnc(SCC(=O)Nc3ccc(C)cc3)o2)cc1 | i | i | i | i | i | i | i | -9.0 | -12.1 | i | i
COc1ccccc1S(=O)(=O)Cc1ccc(C(=O)N2CCOCC2)o1 | i | i | i | i | i | i | i | 2.4 | -5.0 | i | i
O=C(CN1CCN(C(=O)c2ccco2)CC1)Nc1ccc(Cl)c(S(=O)(=O)N2CCOCC2)c1 | i | i | i | i | i | i | i | 0.3 | 3.1 | i | i
Additional records
SMILES | ANO1 block | TRPC6 activator | ANO1 activ | TRPC6 inhibitor | MrgX1 allo act | RGS4 inh | MrgX1 antag | HDAC3 inh | SKKanGAS inh | RGS4 act | MrgX1 agonist
COc1ccc(S(=O)(=O)NCC(=O)N(CC(=O)NCC2CCCO2)Cc2ccccc2)cc1 (stereo not drawn) | i | i | i | i | i | i | i | 1.6 | -7.5 | i | i
O=C(CCNS(=O)(=O)c1ccc(Br)cc1)NCCc1ccccc1 | i | i | i | i | i | i | i | 0.8 | -6.5 | i | i
O=C(NC1CCCCCC1)C1c2ccccc2C(=O)N1Cc1cccnc1 (stereo not drawn) | i | i | i | i | i | i | i | 7.0 | -7.4 | i | i
CCOC(=O)C1(S(=O)(=O)c2ccc(Cl)cc2)CCN(Cc2ccc(Cl)cc2)CC1 | i | i | i | i | i | i | i | 3.8 | 11.5 | i | i
CCOCCCNc1nc2nc3ccc(C)cn3c(=O)c2cc1C(=O)NCC1CCCO1 (stereo not drawn) | i | i | i | -5.48* | i | i | i | -420.2 | 1.7 | i | i
COc1ccc(-c2noc(CN(C(=O)c3c(-c4ccccc4Cl)noc3C)C(C)C)n2)cc1 | i | i | i | i | i | i | i | 6.1 | -4.3 | i | i
[O-][n+]1cccc(C(O)c2ccccc2)c1 (stereo not drawn) | i | i | i | i | i | i | i | -5.4 | 2.4 | i | i
O=C(c1ccccc1NS(=O)(=O)c1ccc(Br)cc1)N1CCOCC1 | i | i | i | i | i | i | i | 2.9 | -1.1 | i | i
CC1CCCCC1NC(=O)c1nn(C)c2c1CS(=O)(=O)c1ccccc1-2 (stereo not drawn) | i | i | i | i | i | i | i | 1.9 | 0.2 | i | i
CC(=O)c1c(C(=O)O)[nH]c(C(=O)O)c1C | i | i | i | i | i | i | i | 1.8 | 8.7 | i | i
O=C(C(=O)N1CCN(c2ccccc2)CC1)c1c[nH]c2ccccc12 | i | i | i | i | i | i | i | 7.5 | -11.8 | i | i
C=CCn1c(Sc2ncc([N+](=O)[O-])s2)n[nH]c1=O | i | i | i | i | i | i | -9.16* | 5.8 | 15.7 | -8.04* | i
Cc1ncc([N+](=O)[O-])n1CC(=O)Nc1ccccc1 | i | i | i | i | i | i | i | 0.0 | -1.4 | i | i
